Source: PubChem BioAssay
UBC13 inh: blocks human UBC13 polyubiquitin chain formation; P61088; hit rate 0.47% among 330,000; inhibition, % at 20 µM; TR-FRET; AID 485273; in the data active = inhibition above about 45%, passing the limit was not always enough
Target sequence (P61088 whole entry, looked up): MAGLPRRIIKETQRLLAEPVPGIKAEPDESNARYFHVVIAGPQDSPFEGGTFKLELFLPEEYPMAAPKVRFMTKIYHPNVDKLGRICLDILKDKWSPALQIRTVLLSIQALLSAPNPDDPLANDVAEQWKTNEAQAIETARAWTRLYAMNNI
SENP7 inh: SENP7 protease inhibition; Q9BQF6; recombinant SENP7, Z-RLRGG-aminoluciferin luminescence, 40 min; inhibition, % at 5 µM; hit rate 1.5% among 330,000; AID 434973;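 active = inhibition above about 50% at the single test dose, limit read from the data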;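 also: plate controls were DMSO with enzyme for no effect and no enzyme buffer wells for full effect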
SENP8 block-1: inhibitors of human SENP8 protease | purified SENP8, Z-RLRGG-aminoluciferin cleavage, luminescence | inhibition, % at 10 µM | AID 2540 | Q96LD8 | hit rate 1.2% among 330,000; in the data active = inhibition above about 50%
SENP1 FRET inh: SENP1 (human) catalytic domain inhibition | AID 624204 | Q9P0U3 | recombinant SENP1 catalytic domain, CyPet-SUMO1-YPet FRET cleavage | inhibition, % at 10 µM | hit rate 0.21% among 360,000;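 active = inhibition at least 30% at 10 µM, raw YFP signal under a set limit, fluorescence ratio 0.5 to 1.5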;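 also: 0% = enzyme with DMSO and 100% = no enzyme wells; some results filed as inactive read as strong as hits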
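Assay system – human recombinant His6-tagged SENP1 catalytic domain enzyme · Input – SENP1 enzyme, 20 pM final · Buffer or medium – Tris pH 8 buffer plus EDTA, NaCl, BME, BSA, NP40, catalase · Schedule – 50 min reaction at room temperature · Technique – FRET read of cyan and yellow fluorescence · Control set – no-enzyme wells low, DMSO-plus-enzyme wells high control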
SENP6 block: SENP6 protease inhibition; inhibition, % at 10 µM; Recombinant SENP6 catalytic domain, aminoluciferin luminescence; hit rate 1.8% among 330,000; AID 2599; Q9GZR1;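 active = inhibition above about 50% at the single tested dose, limit read from the data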;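 also: plate controls were DMSO wells with enzyme for no effect and DMSO wells lacking enzyme for full effect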
Target sequence (Q9GZR1 628-1112 limits assumed): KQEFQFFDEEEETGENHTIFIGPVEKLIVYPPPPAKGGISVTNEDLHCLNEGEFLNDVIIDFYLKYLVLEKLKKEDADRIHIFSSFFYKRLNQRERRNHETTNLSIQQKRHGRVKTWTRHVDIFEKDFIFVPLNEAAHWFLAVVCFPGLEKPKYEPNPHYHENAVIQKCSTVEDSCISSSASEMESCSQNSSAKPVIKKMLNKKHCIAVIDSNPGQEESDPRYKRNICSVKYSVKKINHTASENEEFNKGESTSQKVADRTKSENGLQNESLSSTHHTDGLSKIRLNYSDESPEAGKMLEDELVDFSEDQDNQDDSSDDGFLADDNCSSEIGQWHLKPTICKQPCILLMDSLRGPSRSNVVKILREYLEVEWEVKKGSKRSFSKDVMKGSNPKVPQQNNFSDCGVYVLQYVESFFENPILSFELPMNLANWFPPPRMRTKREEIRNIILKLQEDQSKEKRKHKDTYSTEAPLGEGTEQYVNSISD
Apaf-1 inh: blocks human Apaf-1 apoptosome activity; reconstituted apoptosome caspase-3 activity, DEVD-Rh110 fluorescence; hit rate 0.71% among 330,000; O14727; inhibition, % at 20 µM; active = inhibition of at least 40% at 20 µM;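 also: plate controls were DMSO wells for no effect and DEVD-CHO caspase inhibitor wells for full effect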
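Assay system – apoptosome proteins · Medium – Hepes buffer, pH 7.5 · Also added – cytochrome c with DEVD-Rh110 · Timing – 30 min compound preincubation, 50 min activation, room temperature · Detection – Rh110 fluorescence, excitation 480 nm, emission 540 nm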
SENP8 block-2: SENP8 (human) protease inhibition. inhibition, % at 20 µM. hit rate 0.64% among 360,000. AID 602440. recombinant SENP8, Nedd8 substrate fluorescence. Q96LD8; in the data active = inhibition mostly above about 40%, no sharp cut-off; inactive = mostly below about 27%
APOBEC3G inh: blocks human APOBEC3G single-stranded DNA deamination | Q9HC16 | recombinant A3G, ssDNA deamination FAM/TAMRA fluorescence | inhibition, % at 20 µM | hit rate 0.28% among 330,000;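 active = inhibition of at least 40% at 20 µM, with no more than 30% in the related APOBEC3A deaminase screen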;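 also: plate controls were DMSO wells with A3G for no effect and wells lacking A3G enzyme for full effect; some compounds called inactive have numbers as strong as hits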
Target sequence (Q9HC16 whole entry, looked up): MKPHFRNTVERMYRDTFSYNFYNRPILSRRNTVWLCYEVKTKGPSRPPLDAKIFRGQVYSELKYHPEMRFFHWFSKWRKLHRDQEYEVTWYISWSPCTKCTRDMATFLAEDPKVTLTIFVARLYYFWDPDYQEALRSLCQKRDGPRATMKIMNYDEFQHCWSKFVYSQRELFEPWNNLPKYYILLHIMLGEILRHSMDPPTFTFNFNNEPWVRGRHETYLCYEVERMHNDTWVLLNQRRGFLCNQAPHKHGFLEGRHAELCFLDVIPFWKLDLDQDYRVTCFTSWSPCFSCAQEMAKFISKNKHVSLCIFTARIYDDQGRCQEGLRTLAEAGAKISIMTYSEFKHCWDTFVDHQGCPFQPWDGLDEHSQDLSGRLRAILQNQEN
An asterisk follows results filed as active; i = inactive; . = not tested or not shown.

Preview:
#	Structure	UBC13 inh	SENP7 inh	SENP8 block-1	SENP1 FRET inh	SENP6 block	Apaf-1 inh	SENP8 block-2	APOBEC3G inh
1	COCC(C)NC(=O)CCS(=O)(=O)c1nc(-c2ccc(OC)cc2)cc(C(F)(F)F)n1 (configuration not stated)	11	-8	-9	1	1	-2	-164	-4
2	COCCN(C(=O)CCC(=O)Nc1ccccn1)C(C(=O)NCCC(C)C)c1ccc(C)cc1 (configuration not stated)	4	-10	-4	2	-14	14	-1	-3

The whole of this part, from the first entry:
#	Structure	UBC13 inh	SENP7 inh	SENP8 block-1	SENP1 FRET inh	SENP6 block	Apaf-1 inh	SENP8 block-2	APOBEC3G inh
1	COCC(C)NC(=O)CCS(=O)(=O)c1nc(-c2ccc(OC)cc2)cc(C(F)(F)F)n1 (configuration not stated)	11	-8	-9	1	1	-2	-164	-4
2	COCCN(C(=O)CCC(=O)Nc1ccccn1)C(C(=O)NCCC(C)C)c1ccc(C)cc1 (configuration not stated)	4	-10	-4	2	-14	14	-1	-3
3	COc1cc(/C=N/NC(=O)C2COc3ccccc3O2)cc(OC)c1OC (configuration not stated)	2	-1	2	2	-5	-7	3	-5
4	CCOC(=O)CSc1nc(NCc2ccco2)c2ccccc2n1	2	1	-6	1	-8	-8	18	17
5	Cc1cc(NS(=O)(=O)c2ccc(OCCNS(C)(=O)=O)cc2)no1	-3	-5	-2	2	-3	-16	-1	1
6	COc1cccc(CNC(=O)Cn2nc(C)c([N+](=O)[O-])c2C)c1	-6	0	8	0	5	5	19	-6
7	NS(=O)(=O)c1ccc(NC(=S)N2CCN(C(=O)C3CCCO3)CC2)cc1 (configuration not stated)	3	-1	17	-1	-1	-8	7	9
8	O=C(Nc1cccc(C(F)(F)F)c1)c1cccnc1	-8	-12	-1	1	-4	-3	18	-6
9	CCN1CCN(C(=O)N(c2ccccc2)c2ccccc2)CC1	2	-1	4	0	-24	2	10	0
10	COc1ccccc1CNc1nc2nc(C)cc(=O)n2[nH]1	-10	0	11	-1	-15	-1	2	-6
11	CC(=O)Nc1cccc(NC(=O)C(F)(F)F)c1	5	-3	-10	3	-5	-16	11	-5
12	CSc1n[nH]c(NCc2cccs2)n1	5	-2	-4	2	-3	-11	11	-3
13	CC(C)(C)S(=O)c1cccs1 (configuration not stated)	-5	-10	-4	2	-22	-6	-27	-3
14	COc1ccc2cc3cc(C(=O)NCCC(C)C)oc3nc2c1	5	-7	-6	-1	-38	0	-333	-2
15	COc1ccc(C)cc1NC(=O)CCNC(=O)Cn1ccc2ccccc2c1=O	6	5	-1	-1	-17	1	-9	-16
16	O=C(O)/C=C/c1ccccc1Oc1ccccc1	1	-3	2	2	-8	3	4	-3
17	CC(=O)N(/N=C1\Sc2ccccc2C1=O)c1ccc(C)cc1C	-31	70*	83*	-10	87*	43*	-53	-2
18	CC(=O)c1cccc(S(=O)(=O)N2CCn3cccc3C2C)c1 (configuration not stated)	-3	0	6	-17	13	10	-39	2
19	CC(C)c1nc(CNC(=O)C2CCC(=O)N(CCc3cccc(F)c3)C2)cs1 (configuration not stated)	2	-5	5	2	-1	4	6	-5
20	O=C(Cc1cccs1)N/N=C/c1ccccn1	-9	15	-13	-6	-19	-19	5	-3
21	Nc1ccncc1N	33	-5	4	1	-35	-4	3	34
22	Cc1c(Cl)cccc1NC(=O)CSc1nc2ncc(Cl)cc2[nH]1	0	-5	-2	3	-8	-6	-11	1
23	COc1ccccc1OCC(=O)N1CCCCCCC1	-2	2	-4	-2	-1	-15	15	5
24	COCCn1c(CCC(=O)O)nc2c1c(=O)[nH]c(=O)n2CC(C)C	4	-5	1	0	-7	-1	17	-5
25	CCc1nnc(N2C(=O)c3ccc(Oc4ccc([N+](=O)[O-])cc4)cc3C2=O)s1	3	-1	12	0	-2	6	11	-3
26	O=C(Nc1ccc(Oc2ccccc2)nc1)C1CCCCN1Cc1cccc(OCCO)c1 (configuration not stated)	1	12	10	-6	5	7	9	-3
27	COc1ccc(OC)c(Nc2c3ccccc3nc3ccccc23)c1	-69	-2	3	-5	0	5	13	-6
28	O=c1c2ccccc2nnn1COc1ccc(Cl)cc1Br	-7	2	-11	4	-22	5	-10	-6
29	COc1ccc(N(C)S(=O)(=O)c2cccc(C(=O)Nc3nc4ccccc4[nH]3)c2)cc1	-16	0	-18	3	-19	-2	-87	-9
30	CC(=O)Nc1ccc(S(=O)(=O)Nc2nc3nc(-c4ccccc4)cc(-c4ccccc4)n3n2)cc1	14	-7	-1	-23	5	9	-282	-7
31	N#Cc1ccccc1OCC(=O)OCC(=O)c1ccc[nH]1	2	-3	1	0	2	-6	3	-1
32	CC(C)(C)OC(=O)N1CCC(C(=O)O)CC1	-3	-1	6	0	-4	-5	13	-2
33	CCOc1ccc(NC(=O)c2cccc(-n3cccc3)c2)cc1S(=O)(=O)N1CCOCC1	-9	-4	-6	-4	-15	26	-24	75
34	C=CCN1C(=NC(=O)COc2ccccc2)SC2CS(=O)(=O)CC21 (configuration not stated)	1	3	-3	2	0	-1	12	-2
35	CC1(C)CC(=O)C=C(NCCN2CCN(C(=S)Nc3ccccc3)CC2)C1	-2	1	4	-1	1	-7	39	-2
36	CC(=O)N1N=C(c2ccc(Br)cc2)OC12CCCC2	7	-2	-4	-1	-20	-4	-441	-4
37	CCC(C)NC(=O)CC(NS(=O)(=O)c1ccc(C)cc1)c1ccc(OC)cc1 (configuration not stated)	0	9	-2	0	10	4	13	-1
38	CCCCNC(=O)NS(=O)(=O)c1cnccc1Sc1ccc(Cl)cc1	-1	-4	2	0	8	-4	21	0
39	C=CCN1CCN(Cc2cnc(Cl)s2)CC1	-12	-7	0	0	-18	5	12	-5
40	COc1ccc(C(=O)N2CC(=O)Nc3ccc(C)cc3C2c2ccccc2)cc1 (configuration not stated)	5	0	-5	2	-12	11	12	-9
41	CC1CCN(CC[C@H]2CCCN2S(=O)(=O)c2cccc(O)c2)CC1	8	-2	6	0	-4	-10	-2	-10
42	Clc1cccc(OCCN2CCNCC2)c1	7	0	4	2	14	-6	21	-4
43	COc1cc(NC(=O)c2ccccc2)c(OC)cc1NC(=O)Cc1ccccc1	-12	-7	-5	-2	-22	5	10	-8
44	CCOc1ccc(C(=O)/C=C/c2ccccc2C(F)(F)F)cc1	-3	8	-12	1	-6	12	4	2
45	Cc1ccccc1OCc1nnc(SCC(=O)O)n1-c1cccc(Cl)c1	1	-1	4	0	12	6	9	-4
46	CC1Cc2ccccc2N1C(=O)c1cc2c(=O)n3ccccc3nc2n1C (configuration not stated)	-11	-3	-10	-68	-16	15	-295	0
47	O=C(COC(=O)CCCNC(=O)c1ccc(Cl)cc1)Nc1cc(Cl)ccc1Cl	7	5	-5	4	2	11	18	-7
48	Cn1c(CCNC(=O)c2ccccc2Cl)n[nH]c1=S	2	-1	5	3	-9	-18	32	-7
49	COc1ccc(C(CCNC(C)c2ccccc2)C(C)C)cc1 (configuration not stated)	29	11	1	4	-1	6	18	5
50	Cc1cc(NC(=O)COC(=O)c2ccc(C)c(C)c2)no1	-4	-5	-1	1	-6	8	4	1
51	CCc1c(C)sc2nc(C(C)C)nc(SCC(=O)N3CCc4ccccc4C3)c12	-10	-3	-12	.	-17	24	.	-5
52	CCCc1nc2c(C)cc(-c3nc4ccccc4n3C)cc2n1Cc1ccc(-c2ccccc2C(=O)O)cc1	-31	11	0	.	-2	7	.	-3
53	O=C(COC(=O)CC1CCCC1)Nc1ccc(Cl)cn1	10	-4	6	5	0	2	3	-9
54	CN1CCC(N(C)S(=O)(=O)c2ccc(NC(=O)COc3ccc(F)cc3)cc2)CC1	2	-4	21	-1	-2	24	11	13
55	CCOC(=O)c1c(C)c(C(=O)NC(C)COC)c(C)n1CC (configuration not stated)	10	4	-1	-1	0	-9	12	-5
56	CN(C)c1ccc(P(=O)(Nc2ccc([N+](=O)[O-])cc2)N2CCOCC2)c(NC(=O)c2cccs2)c1 (configuration not stated)	-14	1	-11	2	-3	22	11	-2
57	Cc1cc2oc(=O)cc(CN3CCC(C)CC3)c2cc1C	-9	1	-8	-12	-13	16	-16	-7
58	C[C@@]12C(=O)N(CCc3c[nH]c4ccccc34)CC(=O)N1[C@H]1c3ccccc3OC[C@@H]1[C@@H]2c1ccccc1	-2	7	4	-1	6	4	7	-9
59	CN1CCN(S(=O)(=O)c2ccc(NC(=O)c3ccc(Br)s3)cc2)CC1	5	-14	-7	2	-9	10	0	-2
60	COC(=O)c1ccc2c(CCO)c[nH]c2c1	12	-1	0	-5	2	-4	i	-12

Next part.
#	Structure	UBC13 inh	SENP7 inh	SENP8 block-1	SENP1 FRET inh	SENP6 block	Apaf-1 inh	SENP8 block-2	APOBEC3G inh
61	COc1ccc(Br)c(C(=O)OCc2cc(=O)oc3cc(C)ccc23)c1	4	-5	2	2	4	8	-2	0
62	CC1(C)CC(NC(=O)c2ccccc2)CC(C)(C)N1	0	-3	4	1	-12	-5	16	-4
63	Cn1nnc(NC(=S)NC(=O)c2ccccc2)n1	4	1	-3	2	-1	-19	14	17
64	CCOC(=O)c1ccc(NS(=O)(=O)c2ccc3c(c2)CCCN3C(C)=O)cc1	5	4	-3	1	-14	-1	13	-5
65	COc1ccc(NC(=O)c2c(-c3c(Cl)cccc3Cl)noc2C)cn1	3	2	-2	1	7	4	10	-6
66	O=C(c1cc(C2CC2)on1)N1CCCC(N2CCN(c3ccc(F)cc3)CC2)C1 (configuration not stated)	-8	1	2	1	9	-3	5	-8
67	Cc1cc(C)cc(N2CC(c3nc4ccccc4n3C)CC2=O)c1 (configuration not stated)	9	2	3	1	8	-5	12	21
68	O=C(Cc1ccc(-n2cnnn2)cc1)NC12CC3CC(CC(C3)C1)C2	2	9	2	0	4	14	4	-1
69	CCOCC(O)CNC(=O)c1ccc(OC2CCN(C(=O)c3cccnc3)CC2)cc1 (configuration not stated)	-4	-2	-9	2	-5	-6	16	-4
70	Cc1nn(CC2CC2)c(=O)n1-c1ccc(C(C)C)cc1	-6	-12	-8	0	-18	0	10	1
71	CCn1c(SCC(=O)N2CC(C)OC(C)C2)nc2c([nH]c3ccccc32)c1=O (configuration not stated)	-15	-12	4	2	5	3	-17	-3
72	CCc1n[nH]c(=S)n1N=C1CCC(C)CC1 (configuration not stated)	6	-4	1	2	0	2	15	-1
73	COc1ccc(N2CCN(C(=O)c3oc4ccccc4c3NC(=O)Cc3cccc(OC)c3)CC2)cc1	2	2	-1	2	-9	16	10	0
74	N#Cc1cc([N+](=O)[O-])cnc1N(CCO)CCO	-12	6	0	-5	9	-3	-10	-1
75	Cn1ccnc1Sc1cc(Cl)ccc1[N+](=O)[O-]	-8	-10	-3	1	-20	2	15	-6
76	O=S(=O)(c1ccc(SCc2ccc(Br)cc2)nc1)N1CCOCC1	8	-4	3	-1	-5	16	11	3
77	Cc1ccc(-c2ccc(=O)n(Cc3c(F)cccc3Cl)n2)cc1	-3	4	-2	3	18	24	-28	-8
78	O=C(Nc1nnc(-c2ccc3c(c2)CCCC3)o1)C1COc2ccccc2O1 (configuration not stated)	-2	1	-6	-4	0	5	-31	-6
79	CCCCCC1CC(=O)C=C(C)C1C(=O)OC (configuration not stated)	3	0	3	1	-9	-26	-5	-3
80	COc1ccc(OC)c(-n2cc3c(=O)n(C)c(=O)n(C)c3c2)c1	-8	1	5	0	13	10	-33	-4
81	O=C(NCCc1cccs1)C1CC(c2ccccc2F)=NO1 (configuration not stated)	2	6	-12	0	-15	6	18	16
82	COc1ccc(NC(=O)NCc2cccnc2)cc1	-2	1	4	0	-5	7	10	-5
83	CC(=O)Nc1ccc(SCC(=O)Nc2sccc2C#N)cc1	1	1	-4	-1	-9	-2	8	0
84	CCCC(=O)N(CCN1CCOCC1)c1nc2cc(C)c(C)cc2s1	-5	-10	-2	3	-4	3	12	-6
